Screening results from PubChem.
HSF1 activator: increases HSF-1 driven luciferase reporter signal; activation, % at 9 µM; 300,000 compounds, 1.7% hits; NIH3T3-HGL HSF-1 luciferase reporter, MG132, 8 h; 100% = twice DMSO control signal;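 active = mean replicate activation of at least 50% with a set share of replicates each reaching 50%; inconclusive = only one of those two conditions met; inactive = mean below 50% and too few replicates reaching it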;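 also: 0% = median of the neutral control wells and 100% = twice that signal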
HDAC3 inh: human HDAC3 inhibition | O15379 | inhibition, % at 8.3 µM | 320,000 compounds, 0.15% hits | AID 2718 | recombinant HDAC3, fluorogenic peptide/trypsin coupled, fluorescence; in the data active = inhibition above about 26%, passing the limit was not always enough; inconclusive = no clear call, values can overlap the other calls
Target sequence (O15379 whole entry, looked up): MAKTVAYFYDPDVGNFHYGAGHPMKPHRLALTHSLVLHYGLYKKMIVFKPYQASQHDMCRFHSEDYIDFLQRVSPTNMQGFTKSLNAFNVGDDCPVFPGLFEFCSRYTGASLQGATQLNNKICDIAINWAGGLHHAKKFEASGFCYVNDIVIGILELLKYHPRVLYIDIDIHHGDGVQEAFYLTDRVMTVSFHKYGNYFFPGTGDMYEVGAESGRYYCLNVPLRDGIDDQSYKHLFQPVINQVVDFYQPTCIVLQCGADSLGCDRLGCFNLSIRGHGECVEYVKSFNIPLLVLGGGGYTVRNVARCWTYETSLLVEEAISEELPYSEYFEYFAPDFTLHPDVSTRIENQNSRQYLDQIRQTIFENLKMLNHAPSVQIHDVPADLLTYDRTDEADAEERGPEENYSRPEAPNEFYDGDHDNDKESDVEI
IEC-6 cytotox: counter-screen for KLF5 inhibitors: cytotoxicity in IEC-6 cells. IEC-6 cytotoxicity, luminescence viability. inhibition, % at 5 µM. 290,000 compounds, 0.78% hits. AID 1825; in the data active = inhibition above about 22%;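 also: 0% = plate median of test compound wells and 100% = cytotoxic reference compound wells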
HSF1 inh: HSF1 inhibition; NIH3T3-HGL HSE-luciferase, MG132-induced, luminescence 8 h; stronger effect = lower value; activity change, negative = inhibition, % at 7.5 µM (by protocol); 300,000 compounds, 0.77% hits;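 active = more than half of replicate wells show activity change below -50%, luminescence cut by over half; inconclusive = some wells, but at most half, below -50%; inactive = no replicate well below -50%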;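 also: luciferase reports HSF-1 transcriptional activity via heat shock element; 0% = median of DMSO wells and -100% = zero luminescence signal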
Platelet DG rel: platelet dense granule release activity; human platelet-rich plasma, SFLLRN dense granule ATP release, luminescence; inhibition, %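 (compounds screened at 7.5 µM in platelet-rich plasma)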; 300,000 compounds, 0.22% hits; AID 1663;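 active = mean replicate score, as percent of positive control, at or above 50; inconclusive = mean below 50 but at least one replicate at or above 50; inactive = mean and every replicate below 50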
aSyn UTR inh: 5' untranslated region of α-synuclein, MLPCN primary screen. AID 1813. 300,000 compounds, 0.82% hits. inhibition, % (tested at 7.5 µM). alpha-synuclein 5'UTR reporter, inhibitor activity; in the data active = inhibition above about 60%; inconclusive = no clear call, values can overlap the other calls;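 also: H4 neuroglioblastoma cells stably carrying SNCA 5'UTR luciferase fusion; 0% = DMSO wells and 100% = positive control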
HIF act: HIF pathway transcriptional activation; U2OS HRE-luciferase reporter, luminescence; normalized: DMSO 0%, desferrioxamine 100%; activation, % at 7.5 µM (by protocol); 300,000 compounds, 0.32% hits;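 active = mean activation of at least 10% of the iron chelator positive control signal, with at least half of replicates also reaching 10%; inconclusive = mean and replicate majority disagree about reaching 10%; inactive = mean and most replicates under 10%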
HSP90 inh: blocks HSP90-mediated luciferase refolding in reticulocyte lysate; Rabbit reticulocyte lysate, luciferase refolding luminescence, 3 h; inhibition, % at 5.6 µM; 290,000 compounds, 0.91% hits; AID 1789;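 active = inhibition above the screen-wide mean plus 3 SD, computed separately per campaign, cut at about 16% in these data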;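 also: 0% = DMSO wells and 100% = 60 µM geldanamycin wells; inhibitors lower the luminescence because luciferase stays unfolded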
KLF5 inh: kruppel-like factor 5 inhibition | DLD-1 KLF5 promoter-luciferase reporter, luminescence | 290,000 compounds, 0.23% hits | inhibition, % at 5 µM;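 active = inhibition above a per-plate limit of that plate's mean compound inhibition plus 3 SD, cut at about 60% in these data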;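 also: 0% = DMSO wells and 100% = LY294002 at 200 µM; higher means less KLF5 promoter-driven luciferase light; inactives centre near -14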
AI-2 QS modul: modulates the Vibrio harveyi AI-2 quorum sensing system | AID 2094 | 300,000 compounds, 0.4% hits | Vibrio harveyi JMH597 AI-2 luminescence/OD600 ratio, 9 h; stronger effect = lower value; strain lacks LuxN and CqsS sensors; 0 = neutral-control median | activity change, % at 7.5 µM; in the data active = activity change below about -75%, passing the limit was not always enough; inconclusive = no clear call, values can overlap the other calls;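 also: luminescence divided by OD600 gain over 9 h not by final OD600 alone; inactives centre near 13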
* = called active by the depositor; ? = inconclusive; / = no result given; & = joins results of further samples. Not a hit list. Share with any hit: about 5%.

SMILES	HSF1 activator	HDAC3 inh	IEC-6 cytotox	HSF1 inh	Platelet DG rel	aSyn UTR inh	HIF act	HSP90 inh	KLF5 inh	AI-2 QS modul
COC(=O)c1ccc(S(=O)(=O)NCc2ccc(S(N)(=O)=O)cc2)o1	2	10	9	-7	-33	-5	0.0	9	-33	-23
CCN1CCN(c2ccc(NC(=O)CCc3c(C)nc4c(-c5ccc(F)cc5)c(C)nn4c3C)cc2)CC1	2	0	2	-4	11	-39	-0.1	3	-20	7
CC(=O)Nc1ccc2c(c1)NC(=O)CC2	1	1	-2	-7	5	-4	0.2	0	3	21
CCN(CC)CCCNC(=O)c1ccc2c(=O)n(Cc3ccc4c(c3)OCO4)c(=S)[nH]c2c1	5	4	2	0	2	13	0.3	-1	-13	/
O=C(C(=O)N1CCN(c2ccc(F)cc2)CC1)c1c[nH]c2ccccc12	4	6	-1	5	11	9	-0.5	-3	-10	-1
Cc1ccc(-c2cnc3c(Cl)c(C)nn3c2)cc1	21	2	14	-2	25	32	-4.1	6	-84	31
COc1ccc(OCCCC(=O)OCC(=O)NNC(=O)c2ccc([N+](=O)[O-])cc2)cc1	-8	/	/	-4	8	-5	-0.4	/	/	7
CSCCC(NC(=O)c1ccc(Cl)c([N+](=O)[O-])c1)C(=O)N1CCN(C/C=C/c2ccccc2)CC1 (stereo not drawn)	2	6	/	0	-18	-15	0.0	/	/	16
O=C(ONC1=NCCCCC1)c1cccc([N+](=O)[O-])c1	-2	1	16	0	2	35	0.5	2	-2	27
COc1ccc(C(=O)OCC(=O)N(C)C2CCS(=O)(=O)C2)cc1S(=O)(=O)N1CCCc2ccccc21 (stereo not drawn)	1	2	4	1	1	10	1.1	-2	-11	19
CCCCCCNc1nc(NCc2ccco2)nc(OCC)n1	8	2	-3	8	-4	1	1.5	4	-38	21
CNc1nc(N)c([N+](=O)[O-])c(NCCO)n1	-1	3	-2	-1	-6	18	-1.2	1	-20	2
COc1ccc(C)cc1NC(=O)CSc1nnc(COc2ccc(Cl)cc2)n1Cc1ccco1	107*	5	3	50	-1	16	-0.4	4	-24	11
CC(OC(=O)CCC(=O)c1cccs1)C(=O)Nc1ccc(Cl)cn1 (stereo not drawn)	/	-2	-3	/	-2	13	/	-1	-18	13
CC(C)c1nc(CNC(=O)CC2C(=O)NCCN2Cc2ccoc2)cs1 (stereo not drawn)	3	10	0	7	0	-8	-0.1	-3	-16	8
COc1cc2c(C(=O)NCc3ccc(C)o3)cn(CC(C)C)c(=O)c2cc1OC	3	-4	3	10	-4	-2	-0.4	0	-11	7
COc1ccc(CC(=O)N2N=C(C)CC2(O)C(F)(F)F)cc1 (stereo not drawn)	-9	-5	-1	-1	-1	-16	-0.3	-1	-9	17
FC(F)Oc1ccc(NC(=S)NNc2ccnc3cc(Cl)ccc23)cc1	-59	2	-4	?	0	4	0.8	1	-12	8
CCOc1ccc2cc(S(=O)(=O)N3CCOCC3)ccc2c1	8	-4	-5	-4	-1	15	0.1	2	-26	26
Cc1ccc(C(=O)Nc2ccc(CN3CCCCC3)cc2)c(C)c1	-7	1	-8	-4	2	-35	-0.2	6	-37	12
CCOC(=O)C1=C(c2ccccc2)NC(=O)N(C(C)=O)C1c1cccc([N+](=O)[O-])c1 (stereo not drawn)	19	-2	-1	0	1	22	-0.5	2	-37	8
O=C1CC(C(=O)N2CCOCC2)C2(CCCC2)O1 (stereo not drawn)	-49	3	2	-32	-4	-5	-0.7	1	0	17
CCOc1ccc(NC(=S)Nc2ccc3nsnc3c2)cc1	8	11	-4	8	-1	-59	4.8	11	-37	14
CC1CCCCN1S(=O)(=O)c1csc(C(N)=O)c1 (stereo not drawn)	-5	1	-2	-5	-1	-14	-0.2	-2	-30	12
O=C(CCNS(=O)(=O)c1cccc2nsnc12)N1CCN(c2ccccn2)CC1	0	3	-1	-8	3	-4	0.6	4	-12	23
CC(NC(=O)C(NS(=O)(=O)c1cccc2nsnc12)C(C)C)c1ccccc1 (stereo not drawn)	10	0	-5	4	-12	8	-0.2	1	-23	14
COc1cc2[nH]c3c(c2cc1OC)CCN1CCCC[C@@H]31	-13	-6	/	-8	1	-25	0.3	/	/	4
COc1ccc(C)cc1-n1nnnc1SCC(=O)NNC(=O)c1ccc([N+](=O)[O-])cc1	-3	6	-1	0	1	11	0.1	-1	3	2
CC(C)CCOc1ccc(C(=O)NN2C(=O)NC3(CCCCC3)C2=O)cc1	-2	1	/	-3	5	2	0.3	/	/	23
O=C(NCc1ccc2c(c1)OCO2)C1CCCN(S(=O)(=O)c2cccnc2)C1 (stereo not drawn)	10	-1	2	0	-1	-14	-0.3	0	-26	1

One compound at a time, as listed above:
Record of CCOc1ccc(NC(=S)Nc2ccc3nsnc3c2)cc1 = HSF1 activator: 8; HDAC3 inh: 11; IEC-6 cytotox: -4; HSF1 inh: 8; Platelet DG rel: -1; aSyn UTR inh: -59; HIF act: 4.8; HSP90 inh: 11; KLF5 inh: -37; AI-2 QS modul: 14
Record of CCOc1ccc2cc(S(=O)(=O)N3CCOCC3)ccc2c1 = HSF1 activator: 8; HDAC3 inh: -4; IEC-6 cytotox: -5; HSF1 inh: -4; Platelet DG rel: -1; aSyn UTR inh: 15; HIF act: 0.1; HSP90 inh: 2; KLF5 inh: -26; AI-2 QS modul: 26
Record of COc1ccc(CC(=O)N2N=C(C)CC2(O)C(F)(F)F)cc1 (stereo not drawn) = HSF1 activator: -9; HDAC3 inh: -5; IEC-6 cytotox: -1; HSF1 inh: -1; Platelet DG rel: -1; aSyn UTR inh: -16; HIF act: -0.3; HSP90 inh: -1; KLF5 inh: -9; AI-2 QS modul: 17

(listing goes on)
SMILES	HSF1 activator	HDAC3 inh	IEC-6 cytotox	HSF1 inh	Platelet DG rel	aSyn UTR inh	HIF act	HSP90 inh	KLF5 inh	AI-2 QS modul
NC(N)=N/N=C/c1ccc(Cl)c(Cl)c1	12	1	2	-6	1	-42	-0.9	-1	-46	17
CCOC(=O)Cn1cc(/C=N/NC(=O)CC#N)c2ccccc21	19	-2	2	0	-8	20	0.0	2	3	42
O=C(Nc1ncccc1O)c1cc2ccccc2o1	11	?	/	10	27	-54	2.1	/	/	16
Cc1cccc(N2CCN(C(=O)C(C)C)CC2)c1C	-6	-4	2	0	4	0	-0.2	2	10	11
CCCCOP(=O)(OCCCC)C(Nc1ccc(C(=O)OCC)cc1)c1ccncc1 (stereo not drawn)	-26	8	0	-16	8	-5	1.6	1	-2	-4
Nc1nnc(-c2cccnc2)s1	-13	-1	-7&4	-7	2	12	-0.4	7&-3	-24&-6	28
O=C(COc1ccc(Br)cc1)N/N=C1\SCC(=O)N1c1ccc(F)cc1	-1	3	-4	-7	20	1	-0.5	-3	-14	21
Cc1ccc(N2CCN(S(=O)(=O)c3ccc4c(c3)oc(=O)n4C)CC2C)cc1 (stereo not drawn)	4	-2	3	-7	3	8	0.4	5	-15	3
Cc1cc(C)cc(N(C(=O)CCC(=O)Nc2ccccn2)C(C(=O)NC(C)C)c2ccc(O)cc2)c1 (stereo not drawn)	-5	2	7	-6	-11	8	-0.7	9	-3	9
C=CCn1c(SCc2nc3ccccc3[nH]2)nnc1-c1ccncc1	-5	3	12	-7	6	-23	0.9	1	-1	26
COc1ccc(-c2csc(N3CCC(c4ccccc4)CC3)n2)cc1	4	-11	4	-8	9	0	-0.2	1	-4	16
CN(C(=O)CSc1cn(CC(=O)N2CCOCC2)c2ccccc12)c1ccccc1	15	1	2	-7	1	23	0.1	0	-5	12
O=C(CN(c1ccc(F)cc1)S(=O)(=O)c1ccc2c(c1)OCCO2)Nc1ccccc1	12	-7	2	1	-3	-10	0.2	-3	-6	5
COc1cc(NC(=O)c2ccc(C)cc2)c(OC)cc1NC(=O)CN1CCOCC1	60*	2	4	52	-50	6	2.2	1	2	34
CCc1ccc(NC(=O)CN(c2ccc(OC)cc2)S(=O)(=O)c2c(C)nn(C)c2C)cc1	-5	6	-7	3	15	-8	-0.6	-7	-18	5
Cc1cc(=O)oc2cc(OCC3CC(c4ccc(N(C)C)cc4)=NO3)ccc12 (stereo not drawn)	-1	-2	-2	2	-5	-37	0.1	4	-10	2
C/C(CC(=O)Nc1ccc2c(c1)OCCO2)=N\NC(=O)C(=O)Nc1ccccc1C	23	2	2	13	9	-74	0.5	3	-7	-7
Cc1cccc(CSc2ncc(CO)n2C)c1	12	1	-2	0	-1	-40	0.0	0	-22	14

Five of the compounds above, with values under each structure.
Screens in order – HSF1 activator | HDAC3 inh | IEC-6 cytotox | HSF1 inh | Platelet DG rel | aSyn UTR inh | HIF act | HSP90 inh | KLF5 inh | AI-2 QS modul
Nc1nnc(-c2cccnc2)s1
→ -13 | -1 | -7&4 | -7 | 2 | 12 | -0.4 | 7&-3 | -24&-6 | 28
COc1cc(NC(=O)c2ccc(C)cc2)c(OC)cc1NC(=O)CN1CCOCC1
→ 60* | 2 | 4 | 52 | -50 | 6 | 2.2 | 1 | 2 | 34
CCc1ccc(NC(=O)CN(c2ccc(OC)cc2)S(=O)(=O)c2c(C)nn(C)c2C)cc1
→ -5 | 6 | -7 | 3 | 15 | -8 | -0.6 | -7 | -18 | 5
CC(C)c1nc(CNC(=O)CC2C(=O)NCCN2Cc2ccoc2)cs1 (stereo not drawn)
→ 3 | 10 | 0 | 7 | 0 | -8 | -0.1 | -3 | -16 | 8
Cc1cc(=O)oc2cc(OCC3CC(c4ccc(N(C)C)cc4)=NO3)ccc12 (stereo not drawn)
→ -1 | -2 | -2 | 2 | -5 | -37 | 0.1 | 4 | -10 | 2
